Screening results as filed in PubChem BioAssay.
VIM-2 inh: VIM-2 metallo-beta-lactamase inhibitors, primary screen, biochemical, epi-absorbance readout, Pseudomonas aeruginosa enzyme | purified VIM-2, nitrocefin hydrolysis, epi-absorbance fluorescence | inhibition, % at 5.6 µM | actives 0.89% (n = 290,000);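 active = inhibition above the mean of all tested compounds plus 3 SD, cutoff set per screening run, cut at about 7.5% in these data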;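 also: red hydrolysis product quenches plate fluorescence so inhibitors raise well fluorescence; 0% = enzyme with DMSO and 100% = DMSO without enzyme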
DNA FID counter: compounds displacing fluorescent DNA intercalator, primary screen, artefact control for HCV NS3 helicase inhibitor project, biochemical, FID fluorescence; DNA fluorescent intercalator displacement; inhibition, % at 7.9 µM; actives 0.17% (n = 290,000); in the data active = inhibition above about 37%;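 also: 0% = vehicle and 100% = reference compound; higher means more ethidium bromide displaced from hairpin DNA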
PHOSPHO1 block: PubChem AID 1565; Phosphoethanolamine/phosphocholine phosphatase (Homo sapiens), Q8TCT1; recombinant PHOSPHO1, absorbance phosphatase assay; inhibition, % at 13.3 µM; actives 1.1% (n = 290,000); in the data active = inhibition above about 60%
Target sequence (Q8TCT1 whole entry, looked up): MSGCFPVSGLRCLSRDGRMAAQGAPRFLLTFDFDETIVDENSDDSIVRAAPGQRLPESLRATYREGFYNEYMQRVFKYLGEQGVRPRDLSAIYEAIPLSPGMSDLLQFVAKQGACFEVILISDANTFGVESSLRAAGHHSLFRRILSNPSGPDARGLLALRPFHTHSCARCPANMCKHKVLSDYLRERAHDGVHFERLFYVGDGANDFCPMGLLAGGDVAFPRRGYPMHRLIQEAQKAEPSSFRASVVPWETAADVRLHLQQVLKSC
GPR7 antag: GPR7 receptor antagonists, primary screen, cell-based, fluorescence, single concentration; Neuropeptides B/W receptor type 1 (Homo sapiens), P48145; GPR7-expressing cells, fluorescence antagonist assay; actives 1.1% (n = 290,000); inhibition, % at 4.4 µM; in the data active = inhibition above about 16%, passing the limit was not always enough;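 also: cells stimulated with the agonist NPW; 0% = agonist with vehicle and 100% = vehicle without agonist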
Target sequence (P48145 whole entry, looked up): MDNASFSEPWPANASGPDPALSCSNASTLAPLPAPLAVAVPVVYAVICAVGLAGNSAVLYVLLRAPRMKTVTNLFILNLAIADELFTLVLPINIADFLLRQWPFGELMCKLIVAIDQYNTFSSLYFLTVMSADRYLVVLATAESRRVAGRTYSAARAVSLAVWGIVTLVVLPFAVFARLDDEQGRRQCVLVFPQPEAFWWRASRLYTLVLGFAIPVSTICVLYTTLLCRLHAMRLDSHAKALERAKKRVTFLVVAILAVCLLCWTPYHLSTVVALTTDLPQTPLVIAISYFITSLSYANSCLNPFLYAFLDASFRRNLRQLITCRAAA
NS3 helicase inh: inhibitors of HCV NS3 helicase, primary screen, biochemical, Cy5 molecular beacon fluorescence. Hepatitis C virus NS3 helicase. NS3 helicase DNA unwinding. inhibition, % at 10.9 µM. actives 0.56% (n = 290,000). AID 1800, 2009;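 active = inhibition above the mean of all tested compounds plus 3 SD, set per campaign, cut at about 35% in these data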;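 also: 0% = DMSO wells and 100% = thioflavine S control wells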
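Assay system – hepatitis C virus NS3 helicase domain fragment enzyme · Buffer or medium – MOPS pH 6.5, MgCl2, DTT, Tween20, BSA · Reagent – Cy5/quencher beacon DNA duplex and ATP to start · Compound – single 10.9 µM dose · Timing – 1 h at 25 °C · Technique – Cy5 beacon fluorescence read at start and 1 h · Measure – % inhibition of unwinding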
GalR3 antag: GalR3 antagonists in HEK293 cells, primary screen, cell-based, fluorescence readout. Galanin receptor type 3 (Homo sapiens), O60755. HEK293 GalR3-CNG cAMP membrane potential fluorescence; galR3 body fused to GalR1 C-terminus. inhibition, % at 3 µM. actives 0.44% (n = 360,000). AID 651719, 2012;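 active = inhibition above the screen-wide average plus 3 SD, cut at about 13% in these data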;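 also: forskolin and galanin both at EC90 stimulate the cells; cAMP rise reported by CNG channel membrane potential dye signal; 0% = forskolin plus galanin with DMSO and 100% = forskolin alone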
IMP-1 inh: IMP-1 metallo-beta-lactamase inhibitors, primary screen, biochemical, epi-absorbance readout, Pseudomonas aeruginosa enzyme. metallo-beta-lactamase IMP-1 (Pseudomonas aeruginosa). purified IMP-1, nitrocefin hydrolysis, epi-absorbance fluorescence. inhibition, % at 5.6 µM. actives 0.45% (n = 290,000). AID 1556, 2009;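 active = inhibition above the mean plus 3 SD of all compounds in the same screening run, cut at about 4.5% in these data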;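 also: 0% = IMP-1 with DMSO and 100% = DMSO wells lacking enzyme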
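System – purified recombinant IMP-1 beta-lactamase · Input – IMP-1 dispensed at 0.2 nM · Timing – 15 min preincubation plus 25 min reaction at 25 °C · Signal – Epi-absorbance fluorescence, 480 nm excitation, 530 nm emission · Measure – percent IMP-1 inhibition derived from blank-referenced optical density · Controls – Enzyme-plus-DMSO low control, enzyme-free DMSO high control · Replication – singlicate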
V1aR counter: agonists of human V1a receptor, primary screen, counter-screen for OXTR agonist project, fluorescence, CHO-V1R cells; Vasopressin V1a receptor (Homo sapiens), P37288; Fluo-8 calcium fluorescence, agonist mode; 0% DMSO, 100% 3 nM vasopressin; activation, % at 3 µM; actives 0.25% (n = 320,000); AID 2797, 2010;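 active = activation above the mean activation of all tested compounds plus 3 SD, per screening run, cut at about 20% in these data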;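 also: signal is peak over basal fluorescence ratio across a 100 second FLIPR read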
OXTR ag: human OXTR agonists, primary screen, fluorescence, CHO-OTR cells, Fluo-8 calcium | Oxytocin receptor (Homo sapiens), P30559 | Fluo-8 calcium fluorescence; normalized: DMSO 0%, oxytocin 100% | activation, % at 3 µM | actives 0.32% (n = 320,000);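 active = activation above the mean of all tested compounds plus 3 SD, cutoff set per screening run, cut at about 20% in these data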;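 also: peak over basal fluorescence ratio from a 100 s FLIPR kinetic read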
Target sequence (P30559 whole entry, looked up): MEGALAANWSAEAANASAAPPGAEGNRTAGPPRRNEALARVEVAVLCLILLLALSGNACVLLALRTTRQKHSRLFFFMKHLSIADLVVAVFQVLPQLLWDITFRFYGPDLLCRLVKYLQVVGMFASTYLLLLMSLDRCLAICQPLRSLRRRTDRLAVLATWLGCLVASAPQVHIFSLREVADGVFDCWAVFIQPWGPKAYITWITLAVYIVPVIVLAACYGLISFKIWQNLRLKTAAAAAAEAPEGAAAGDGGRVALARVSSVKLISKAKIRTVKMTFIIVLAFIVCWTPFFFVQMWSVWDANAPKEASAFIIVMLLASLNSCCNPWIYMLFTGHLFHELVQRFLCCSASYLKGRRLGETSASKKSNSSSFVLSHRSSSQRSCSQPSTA
* = called active by the depositor; nt = not tested or not shown.

SMILES	VIM-2 inh	DNA FID counter	PHOSPHO1 block	GPR7 antag	NS3 helicase inh	GalR3 antag	IMP-1 inh	V1aR counter	OXTR ag
CC(C)(C)c1cc2ncnc(N3CCCCC3)c2s1	-0.1	-30.6	nt	-12.8	-7.8	nt	0.2	-0.8	-1.5
CC1CCN(S(=O)(=O)c2ccc3c(c2)c(=O)c(C(=O)NC2CCCC2)cn3C)CC1	1.1	-4.0	26.1	3.4	-2.1	-4.3	-1.1	-0.4	0.3
COC(=O)CN1C(=S)N(Cc2ccccc2)C(=O)C1CC(=O)Nc1ccc(Br)cc1 (stereo unspecified)	-4.7	-2.6	33.1	3.8	-24.1	-5.5	-0.9	0.8	4.6
COc1ccccc1C(=O)Nc1ccc(C(=O)N2CCCCC2)cc1	-2.0	-34.7	-106.3	19.8	13.1	-1.6	1.7	0.6	0.4
CCNC(=S)N(Cc1ccco1)Cc1cc2cc(OCC)ccc2[nH]c1=O	-0.8	-20.0	27.9	-12.0	-9.4	-5.2	-0.3	-0.1	-0.5
Fc1cccc(-c2cc3nc4c(c(NCc5ccco5)n3n2)CCCC4)c1	-1.9	4.5	20.6	-10.2	-23.0	-5.7	-1.7	-0.4	-2.1
O=c1oc2ccccc2c(O)c1CN1CCCCC1	0.3	-19.8	-0.7	11.7	18.9	-2.7	0.3	1.2	-0.8
Cn1c(C(=O)NCC2CCCO2)cc2c(=O)n(C)c3ccccc3c21 (stereo unspecified)	14.9*	-19.9	2.9	11.4	-0.6	1.0	-1.5	0.4	0.4
Nc1nc(C23CC4CC(CC(Cl)(C4)C2)C3)cs1	1.6	3.0	36.4	-13.8	-3.5	-5.1	-0.1	0.6	-0.9
Cc1ccc(S(=O)(=O)Nc2nccs2)cc1[N+](=O)[O-]	-3.7	8.8	44.5	-6.7	-8.4	-1.4	-2.7	2.1	0.4
CCCc1nc(N2CCCC2)c(C#N)c2c1CCCC2	1.0	2.6	-1.5	-8.2	-6.5	-5.1	1.0	0.2	0.0
CCOC(=O)C1CCCN(C(=O)c2c(-c3ccccc3Cl)noc2C)C1 (stereo unspecified)	-1.8	-22.7	7.1	-2.2	3.8	2.1	-3.4	1.3	-0.1
CC(NC(=O)CCCCCCN1C(=O)c2ccccc2C1=O)c1ccc2c(c1)CCCC2 (stereo unspecified)	1.6	-17.1	-8.8	-4.0	-7.1	-5.5	-2.0	3.5	1.6
CSc1ccc(NC(=O)Nc2cccn(Cc3ccccc3F)c2=O)cc1	-1.8	-11.0	-7.9	-7.3	-11.2	-9.0	-2.3	0.7	-0.8
O=c1[nH]c(C2CCN(S(=O)(=O)c3ccc(C(F)(F)F)cc3)CC2)nc2c1nnn2Cc1ccccc1	-0.3	-17.2	14.3	-12.9	-6.5	-10.3	-4.0	-0.2	0.4
Cc1ccc(NC(=O)Cc2nnc(SCC(=O)c3ccc(Br)cc3)n2C)cc1	-4.9	-18.2	19.2	6.4	19.1	-7.9	-2.7	1.9	0.1
NC1=NC(=O)C(Cc2cccc(Cl)c2Cl)S1 (stereo unspecified)	-0.9	-0.2	-1.3	-11.3	7.6	-3.8	-0.5	1.4	0.5
COc1cccc(C(=O)NC2=NCCS2)c1	-2.8	-5.4	5.7	-10.6	6.2	-6.2	-2.9	0.1	0.4
O=C(Nc1c(Cl)cccc1Cl)c1cc(-c2ccco2)on1	-3.4	-8.3	46.2	-15.4	5.7	-10.3	-2.9	0.6	-1.3
Cn1cc(Br)c(C(=O)NC(=S)Nc2ccc(S(N)(=O)=O)cc2)n1	1.9	-8.4	23.8	4.6	6.8	-5.1	-0.1	0.5	-1.3
CC(C)OC(=O)Nc1ccc(Oc2c(F)c(F)c(F)c(F)c2F)cc1	-2.1	0.4	-30.5	-10.7	6.2	-1.6	-3.2	0.8	-1.4
Cc1ccccc1C(=O)NC1CCN(CC(=O)NCc2ccccc2)CC1	-3.8	-6.9	22.8	3.6	-1.4	-6.7	-5.7	3.8	0.8
CCOC(=O)c1ccc(CNC(=O)c2n[nH]c(=O)c3ccccc23)o1	-4.5	-7.5	-31.3	-4.1	-6.2	6.5	-0.4	0.4	0.5
Cc1ccc(S(=O)(=O)Cc2ccc(C(=O)N3CCCC3)o2)cc1	1.1	-13.5	-1.3	7.8	0.6	-3.9	2.6	1.5	2.0
O=C(CO/N=C/c1ccccc1O)NNC(=O)c1ccccc1Cl	-2.5	-2.7	15.0	-12.2	2.0	-1.6	-3.1	1.8	1.1

Profiles as entered above. Screens in order: VIM-2 inh	DNA FID counter	PHOSPHO1 block	GPR7 antag	NS3 helicase inh	GalR3 antag	IMP-1 inh	V1aR counter	OXTR ag
Cc1ccc(S(=O)(=O)Cc2ccc(C(=O)N3CCCC3)o2)cc1 is listed with 1.1	-13.5	-1.3	7.8	0.6	-3.9	2.6	1.5	2.0
Cn1cc(Br)c(C(=O)NC(=S)Nc2ccc(S(N)(=O)=O)cc2)n1 is listed with 1.9	-8.4	23.8	4.6	6.8	-5.1	-0.1	0.5	-1.3
COC(=O)CN1C(=S)N(Cc2ccccc2)C(=O)C1CC(=O)Nc1ccc(Br)cc1 (stereo unspecified) is listed with -4.7	-2.6	33.1	3.8	-24.1	-5.5	-0.9	0.8	4.6
CCOC(=O)C1CCCN(C(=O)c2c(-c3ccccc3Cl)noc2C)C1 (stereo unspecified) is listed with -1.8	-22.7	7.1	-2.2	3.8	2.1	-3.4	1.3	-0.1
CCNC(=S)N(Cc1ccco1)Cc1cc2cc(OCC)ccc2[nH]c1=O is listed with -0.8	-20.0	27.9	-12.0	-9.4	-5.2	-0.3	-0.1	-0.5

More structures follow.
SMILES	VIM-2 inh	DNA FID counter	PHOSPHO1 block	GPR7 antag	NS3 helicase inh	GalR3 antag	IMP-1 inh	V1aR counter	OXTR ag
O=S(=O)(Cc1ccccc1)N(O)c1ccccc1	-0.3	-2.8	27.9	-13.3	19.5	-5.6	-1.4	0.4	1.0
COc1cc(C(=O)NC2CCN(Cc3nnnn3Cc3cccs3)CC2)cc(OC)c1OC	0.8	-33.1	17.1	-5.0	-5.6	-2.3	-1.7	-0.4	0.1
COc1ccc(-c2cc(C(=O)Nc3ccc(C)c(N)c3)c3ccccc3n2)cc1	2.0	-11.7	-19.1	5.2	-42.8	-4.9	0.0	1.9	0.3
N#CC(c1ccccc1O)N1N=C(c2ccccc2)CC1c1ccccc1 (stereo unspecified)	-2.0	-4.9	3.6	4.3	-8.7	5.2	-1.4	-0.9	-1.5
N#Cc1sc2nc3c(c(-c4cccnc4)c2c1N)CCC3	-0.3	-2.9	10.6	-13.9	-1.6	3.4	-1.8	-0.1	-0.8
COc1ccc(CCNC(=O)C2CCN(S(=O)(=O)c3ccc(OC)c(OC)c3)CC2)cc1	-3.3	-29.6	0.3	-6.1	1.2	-0.9	-2.4	0.2	0.1
Cc1nn(C)c(C)c1CNC(=O)Nc1ccc(Cl)cc1	-1.4	0.0	-3.7	-2.0	-6.9	-0.5	-1.1	1.4	1.5
Cc1cc(C)n(-c2nc(SCC(=O)O)c3c4c(sc3n2)COC(C)(C)C4)n1	14.7*	-40.1	20.0	-12.2	1.6	2.2	-4.0	-0.6	-0.8
Cc1onc(-c2c(F)cccc2Cl)c1C(=O)NC1CCSC1=O (stereo unspecified)	-1.3	-0.6	23.6	10.8	1.5	-7.6	0.7	0.7	0.0
C=CCn1c(SCc2ccc(Cl)c(Cl)c2)nnc1C(CO)NC(=O)c1ccc(OC)cc1 (stereo unspecified)	-1.8	-30.5	-16.9	2.2	-16.4	-0.3	-1.9	6.8	6.9
CCS(=O)(=O)N1CCCC(C(=O)NCCCN2CCCC2=O)C1 (stereo unspecified)	-3.6	2.8	3.3	-4.1	3.5	0.1	-2.9	0.8	-0.1
COCCOC(=O)N/C=C\c1nc2ccccc2c(=O)[nH]1	-3.3	-9.3	3.4	-9.9	0.7	4.1	-2.4	0.4	0.4
COc1ccc(C(=O)N/N=C/c2ccc(OC(=O)c3cccc4ccccc34)c([N+](=O)[O-])c2)cc1	-1.0	0.0	-35.3	10.7	0.6	-2.1	-0.1	-0.5	-0.9
O=C1CC(N2CCN(Cc3ccc4c(c3)OCO4)CC2)C(=O)N1Cc1ccc(N2CCCC2=O)cc1 (stereo unspecified)	0.3	0.5	17.9	-3.1	-2.0	-4.0	0.2	0.6	-0.2
COc1ccc2c(c1)CCC1C2=NN(/C(C)=C\C(C)=O)C1c1ccc(F)cc1 (stereo unspecified)	-1.1	-19.7	41.2	-6.2	0.1	-5.9	-1.9	0.3	-1.4
COc1ccc(CCN2CC(O)=C(c3nc4ccccc4c(=O)[nH]3)C2=N)cc1OC	7.2	-8.2	0.2	-10.2	-0.5	-3.3	0.7	0.9	-0.3
CC1(C)CC(=O)C(Sc2ccccc2[N+](=O)[O-])=C(O)C1	-4.0	-10.7	-8.2	-0.7	-7.1	-8.8	-1.4	4.4	-1.1
Cc1cnc([N+](=O)[O-])n1CCOC(=O)NC(=O)c1ccc(F)cc1	-0.4	0.3	28.3	8.2	-11.3	-0.2	-2.2	1.8	0.0
Cc1cc(C)n2nc(SCC(=O)N/N=C/c3ccccc3F)nc2n1	-1.9	-6.6	25.8	-9.1	2.0	0.6	-0.7	0.4	-0.2
Cc1ccc(F)c(CNC(=O)C2CCC(=O)N(CCN3CCOCC3)C2)c1F (stereo unspecified)	-2.8	-3.7	1.0	-7.8	2.5	-1.1	-2.7	0.0	-0.4
COC(=O)CCC(=O)Nc1cccc(Br)c1	-2.9	-2.3	10.6	-10.4	-6.3	-2.8	-2.1	2.2	0.5
CCCC1=NN(C(=O)C(=O)Nc2ccc(Br)cc2)C(O)(C(F)(F)F)C1 (stereo unspecified)	-0.4	-10.7	13.5	-8.8	14.7	-6.5	-2.1	6.5	4.7
CCOC(=O)/C(C#N)=C1/C=CN(c2ccc(C)cc2)C=N1	-0.5	-10.1	9.4	8.0	-2.1	5.7	-0.2	3.1	2.2
